ERK EGF block: inhibitors of EGF-stimulated ERK signaling pathway. HEK293-V1b, EGF-stimulated phospho-ERK AlphaScreen. Potency, µM (titrated, usually from 11.5 µM), without a hit: at the top dose activity change, negative = inhibition, actives largely listed as inhibitors. 130,000 compounds, 0.41% hits; active = well fitted inhibition curve with a large enough effect; inconclusive = small, poorly fitted or top-dose-only effect, or effect the other way;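 note: plate controls were stimulated vehicle wells for no effect and unstimulated vehicle basal for full effect; nearly all actives have a fitted effect of over 55% in size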
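Compounds are titrated over HEK293-V1b cells kept overnight in 1% FBS. After 30 min at 37C, EGF (25 nM final) triggers ERK phosphorylation for 5 min, measured by AlphaScreen in lysates.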
Starred values were filed as active, the others as inactive; ? = inconclusive; [ ] = dose if it differs, or a comment. Potency is the fitted concentration of half-maximal effect.

SMILES | ERK EGF block
COCCNC(=O)C(OC(=O)CC1Sc2ccccc2NC1=O)c1ccccc1 (stereo not given) | 3%
Cc1nnc(SCc2ccc(F)cc2)n1NC/C=C/c1ccccc1 | 3%
COc1ccc2nc(SCC(=O)Nc3nonc3C)[nH]c2c1 | -4%
C=CCN1C=CC=C/C1=C1\SC(=S)N(C)C1=O | 0%
Cc1cccc(CNc2ncc(-c3cccc([N+](=O)[O-])c3)n2C)c1 | -2%
COC(=O)c1cc(NC(=O)CN2CCN(C(C)=O)CC2)cc(C(=O)OC)c1 | 5%
Cc1ccc(-n2c(SCc3nc4ccccc4[nH]3)nnc2-c2ccncc2)cc1 | 11%
CC(C)(C)NC(=S)NCc1ccc2c(c1)OCO2 | 10%
CC1(C)[C@@H](O)CC[C@]2(C)C3C(O)C=C4[C@H]5C[C@@](C)(CO)CC[C@]5(C)CC[C@]4(C)[C@]3(C)CC[C@@H]12 (stereo not given in full) | 7%[57.5 µM]
COc1ccc(Cl)cc1C(=O)NCc1cnn(C)c1C | 3%
Cc1cnccc1CN(C)Cc1cn(C)nc1-c1ccc(Oc2ccccc2)cc1 | 2%
CN(C)CCC(c1ccc(Br)cc1)c1ccccn1 (stereo not given) | 23%[57.5 µM]
O=C(COC(=O)c1c2c(nc3ccccc13)/C(=C\c1cccs1)CCC2)Nc1ccccc1Cl | ?
COC(=O)c1oc2c(c1C)C(=O)CC(C)(C)C2 | -5%
Cc1ccc(-c2nnn(CC(=O)N(CC(=O)NC3CCCCC3)c3ccc(F)c(Cl)c3)n2)o1 | 5%
CC(=O)Nc1ccc(NC(=O)C2c3ccccc3Oc3ccccc32)cc1 | 2%
CCS(=O)(=O)N1Cc2ccccc2CC1C(=O)Nc1nccs1 (stereo not given) | -1%
COC(=O)c1sc2ccccc2c1C(=O)OC | 1%[57.5 µM]
CCc1ccc2nc3sc(C(=O)N4CCc5ccccc54)c(N)c3cc2c1 | 9%
COc1cc(/C=N/NC(=O)c2cc(-c3ccccc3OC(C)C)nc3ccccc23)ccc1O | 5%
CCOc1ccc(N=C(C)C2=C(O)c3ccccc3C2=O)cc1 | 4%[57.5 µM]
OC(COCCC12CC3CC(CC(C3)C1)C2)CN1CCCC1 (stereo not given) | 7%
Cc1ccc(C(=O)c2oc3ccccc3c2NC(=O)c2cc(-c3cc(C)ccc3O)n[nH]2)cc1 | -7%[57.5 µM]
COc1ccc(C2=NN(C(=O)CN3CCCC3)C(c3ccc(OC)cc3)C2)cc1 (stereo not given) | -24%[57.5 µM]
N#C/C(=C\c1cccnc1)c1nc2ccccc2[nH]1 | 9%[57.5 µM]
O=C(O)/C=C\C(=O)Nc1cc(O)ccc1[N+](=O)[O-] | -3%[57.5 µM]
CCOC(=O)CSc1nc2cc(C(=O)N3CCC(C(N)=O)CC3)ccc2c(=O)n1C1CCCCC1 | -11%
CC(=O)c1cccc(NC(=O)c2ccc(OC3CSC3)cc2)c1 | ?
CC(=O)N=c1c(C#N)cc2c(=O)n3cccc(C)c3nc2n1CCCOC(C)C | 12%[57.5 µM]
O=Cc1c(N2CCC3(CC2)OCCO3)nc2ccccn2c1=O | 7%[57.5 µM]
COc1cc(/C=N/NC(=O)c2ccccc2)ccc1O | -11%
CN(C)c1ccc(C(c2ccc(N(C)C)cc2)c2ccc([N+](=O)[O-])cc2)cc1 | 14µM*
N=c1c2c(ncn1CCN1CCOCC1)Oc1cc(O)ccc1C2c1ccccc1 (stereo not given) | 3%[57.5 µM]
CCS(=O)(=O)c1ccc2oc(=O)c(/C=C(\O)c3ccc(Cl)cc3)nc2c1 | 5%
CN(CCC#N)C(=O)CC(Cc1ccccc1)C1CCOC(C)(C)C1 (stereo not given) | 2%[57.5 µM]
O=C(O)Cc1c(C(=O)O)nnn1-c1cccc(C(F)(F)F)c1 | -4%
Cc1[nH]c(=S)c(C#N)c2c1CCCC2 | -3%
CC(c1ccccc1)c1nnc(NC(=O)c2ccc3c(c2)OCO3)s1 (stereo not given) | -3%[57.5 µM]
O=[N+]([O-])c1ccc(-c2ccc(/C=N/Nc3nc(N4CCCCC4)nc(N4CCCCC4)n3)o2)cc1 | -2%
N#CCCN(Cc1cccs1)C(=O)Nc1ccccc1 | -6%[57.5 µM]
CO/N=C/c1ccc(N2CCOCC2)c([N+](=O)[O-])c1 | 9%
O=C1C=C(NNC(=O)c2ccccc2Br)CCC1 | 8%
CCC(C)(C)NC(=O)C(c1ccccn1)N(C(=O)c1csnn1)c1ccc(C)cc1 (stereo not given) | -20%
COc1ccc(N2C(=O)/C(=C/N(C)C)NC2=S)cc1 | 2%[57.5 µM]
Cc1cc(SCn2nnc3ccccc3c2=O)nc2ccccc12 | 3%
Cc1cccc(NC(=O)CSc2nnc(NC(=O)c3ccco3)s2)c1 | -5%
c1csc(CSc2nnc3sc4ccccc4n23)c1 | 8%
COc1ccc(CNC(=O)COC(=O)C2CCC(C(C)(C)C)CC2)cc1 (stereo not given) | -2%
Cc1cccc(C(=O)Nc2nnc(-c3ccncc3)o2)c1 | 2%
COc1cc(/C=N/NC(=O)CN(Cc2ccco2)S(=O)(=O)c2ccccc2)ccc1O | -2%
N/C(=N\OC(=O)c1ccc([N+](=O)[O-])cc1)c1ccccn1 | -3%
COC(=O)c1ccc(C(NC(=O)OCc2ccccc2)/C(F)=C/[C@@H](C)C(=O)NCc2nc3ccccc3s2)cc1 (stereo not given in full) | 12%
CN(Cc1nc(-c2cccs2)no1)CC1COCCO1 (stereo not given) | 3%
CC(=O)N1CCc2cc(S(=O)(=O)NC(Cc3ccccc3)C(=O)NCCN3CCCCC3C)ccc21 (stereo not given) | 12%
CC(=O)Nc1ccccc1OC(C)C(=O)N1CC(C)CC(C)C1 (stereo not given) | 3%[57.5 µM]
CC(C)(C)C1CCC(=NNC(=O)CC(=O)NCc2ccccc2)CC1 (stereo not given) | 9%
C/C(=N\NC(=O)c1ccc([N+](=O)[O-])cc1)c1c(O)cc(C)oc1=O | 1%
Cc1c(-c2ccc(O)cc2)nn(-c2ccc(O)cc2)c1-c1ccc(OCCN2CCCCC2)cc1 | -4%
COc1ccc(CCC(=O)NNC(=S)NCc2ccc(F)cc2)cc1 | -13%
CCCNc1c(N)c(=O)c1=O | 6%[57.5 µM]

In a second layout: entries from further up.
ERK EGF block	Structure
-2%	COc1cc(/C=N/NC(=O)CN(Cc2ccco2)S(=O)(=O)c2ccccc2)ccc1O
-3%	N/C(=N\OC(=O)c1ccc([N+](=O)[O-])cc1)c1ccccn1
12%	COC(=O)c1ccc(C(NC(=O)OCc2ccccc2)/C(F)=C/[C@@H](C)C(=O)NCc2nc3ccccc3s2)cc1 (stereo not given in full)
3%	CN(Cc1nc(-c2cccs2)no1)CC1COCCO1 (stereo not given)

Going on with the list:
SMILES | ERK EGF block
O=C(CCc1nnc(CCCCc2ccccc2)o1)N1CCCC(O)C1 (stereo not given) | -6%[57.5 µM]
CCCC1=[N+](CC(=O)c2ccc(C)cc2)CCn2cccc21 | 1%
Cc1ccc(-c2nnc(N)o2)cc1 | 2%
CC(C)(C)NC(=O)C(c1ccncc1)N(C(=O)Cn1nnc(-c2ccc(F)cc2)n1)c1ccc(F)cc1 (stereo not given) | -6%
O=c1[nH]cnc(O)c1C(c1cccc([N+](=O)[O-])c1)c1c(O)nc[nH]c1=O | 4%[57.5 µM]
COc1ccc(Nc2ccc(C(N)=O)cc2[N+](=O)[O-])cc1 | -1%
CCC(=O)OCn1nnc2ccccc2c1=O | -4%
C#CCOCCOCCOCCNc1nc(N2CCN(C(=O)[C@H](CCCCN)n3cc([C@@H](N)CO)nn3)CC2)nc(N2CCN(C(=O)[C@H](Cc3ccc(O)cc3)n3cc([C@@H](N)CC(C)C)nn3)CC2)n1 | -24%[57.5 µM]
CCOc1cccc(C(=O)NC(=S)Nc2ccc(N3CCN(CC)CC3)cc2)c1 | ?
O=C1/C(=C/c2ccccc2O)SC(=S)N1Cc1cccnc1 | 1%
CCOC(=O)c1[nH]c(C)c(C(=O)OCCOc2cccc(C)c2)c1C | -4%
Cc1ccc(S(=O)(=O)NC(=O)Nc2ncc3c(n2)CC(c2ccco2)CC3=O)cc1 (stereo not given) | -24%
O=c1cc(O)c2sc(Nc3cccc(C(F)(F)F)c3)nc2[nH]1 | 1%
O=C(O)c1cccc(CN2C(=O)S/C(=C/c3ccccc3[N+](=O)[O-])C2=O)c1 | -4%[57.5 µM]
COc1ccc(CCNC(=S)NC2CCN(Cc3ccccc3)CC2)cc1OC | -2%
CN(C)CC(C)(C)CNC(=O)CC1C(=O)NCCN1Cc1ccc(-c2ccccc2)cc1 (stereo not given) | 8%
Cc1c(NC(=O)CN2CCN(c3ccc(F)cc3)CC2)c(=O)n(-c2ccccc2)n1C | -1%
Cc1noc(C)c1COc1cccc(C(=O)N2CCc3ccccc32)c1 | 2%
COC(=O)c1nnc(N[C@@H](Cc2c[nH]c3ccccc23)C(=O)OC)nc1C(=O)OC | -3%
COc1ccc2oc(=O)c(-c3nc4ccccc4o3)cc2c1 | ?
Cc1ccc(NS(=O)(=O)c2cc([N+](=O)[O-])ccc2NNC(=S)Nc2cccc(Cl)c2)c(C)c1 | ?
Cc1no[n+]([O-])c1COc1ccc(/C=N/n2nnnc2N)cc1 | 3%
C/C(=N\NC(=O)c1ccc(CN2CCOCC2)cc1)c1ccc([N+](=O)[O-])cc1 | 0%
CCOc1ncccc1C(=O)N(C)CC(=O)Nc1ccccc1SC | 3%
CSc1ccc(/C=C(\C#N)C(=O)Nc2cccc(C)c2)cc1 | -8%
CC(=O)c1ccc(N(C(=O)c2ccco2)C(C(=O)NC2CCCC2)c2ccc(N3CCOCC3)cc2)cc1 (stereo not given) | 23%
CCN1CCN(c2c(Cl)cccc2NC(=O)c2ccc([N+](=O)[O-])cc2)CC1 | -3%
Cc1ccc(-n2c(SCC(=O)NC3CCS(=O)(=O)C3)nc3ccccc3c2=O)cc1 (stereo not given) | -4%
CC(=O)Nc1ccc(S(=O)(=O)N(C)c2ccc(OCC(=O)OCC(=O)N3CCCCC3)cc2)cc1 | -1%
COC(=O)CN1C2=NCCCN2c2ccccc21 | -3%
COc1ccc(N2CCN(S(=O)(=O)c3cnc[nH]3)CC2)cc1 | -14%[57.5 µM]
O=C(CCn1nnc2ccccc2c1=O)N[C@@H](Cc1c[nH]c2ccccc12)C(=O)O | -1%[57.5 µM]
O=C(C[N+]1(CC#Cc2ccccc2)CCCCC1)c1ccc(Cl)cc1 | -7%
CC1(C)CC(N=Cc2c(O)n(Cc3ccc4c(c3)OCO4)c(=O)c3ccccc23)CC(C)(C)N1 | 0%
CCCCNC(=O)N(O)C1N(/N=C/c2cccnc2)C(=S)SC1(C)C (stereo not given) | -3%[57.5 µM]
C=CCn1c(SCC(=O)NC23CC4CC(CC(C4)C2)C3)nc(O)cc1=O | -3%
Nc1ccnn1Cc1ccncc1 | -3%
CCOC(=O)c1c(NC(=S)Nc2cccnc2)sc(C)c1C | -4%
COc1cc(/C=N/NC(=O)CC2(C)OCCCO2)ccc1OCc1ccccc1 | 3%
COC(=O)c1sccc1NC(=S)Nc1cccc(F)c1 | -6%[57.5 µM]
Cc1cc(C)c(O)c(-c2cc(C(=O)NCCc3ccc(S(N)(=O)=O)cc3)[nH]n2)c1 | 4%[57.5 µM]
Cc1ccc(N=Nc2c(C)[nH]n(C(N)=S)c2=O)cc1 | 2%
O=C(Nc1nc(-c2cccs2)c(-c2cccs2)s1)C1CCCC1 | 6%
CC(C1CC1)N(Cc1ccccc1)C(=O)NC(=O)c1ccccc1 (stereo not given) | 4%
CC(C)(C)c1ccc(OC(=O)c2ccccc2)cc1 | -2%[57.5 µM]
CC(=O)Nc1ccc(OC(=O)c2ccc(Cl)cc2)cc1 | 3%
COc1ccc(C(=O)NNC(=O)c2ccc(S(=O)(=O)N3CCCCC3)cc2)cc1 | 0%
C/C(CC(=O)Nc1ccc(Cl)c(Cl)c1)=N\NC(=O)Cc1ccccc1 | 4%

Brought forward from above: 6 entries, followed by the next part.
SMILES | ERK EGF block
O=C(Nc1nc(-c2cccs2)c(-c2cccs2)s1)C1CCCC1 | 6%
CC(C1CC1)N(Cc1ccccc1)C(=O)NC(=O)c1ccccc1 (stereo not given) | 4%
CC(C)(C)c1ccc(OC(=O)c2ccccc2)cc1 | -2%[57.5 µM]
CC(=O)Nc1ccc(OC(=O)c2ccc(Cl)cc2)cc1 | 3%
COc1ccc(C(=O)NNC(=O)c2ccc(S(=O)(=O)N3CCCCC3)cc2)cc1 | 0%
C/C(CC(=O)Nc1ccc(Cl)c(Cl)c1)=N\NC(=O)Cc1ccccc1 | 4%
Cc1cc(NC(=O)CSc2ccc(-c3ccc4c(c3)OCO4)nn2)no1 | -5%
C=C1CCN(C(C(=O)OC)C(C)C)S(=O)(=O)c2ccccc21 (stereo not given) | -5%[57.5 µM]
COc1ccc(Cl)cc1-c1nc(N)nc(N(C)C)n1 | -3%
COc1ccc(N2C(=O)C(CN3CCCCC3)C2c2ccccc2)cc1 (stereo not given) | -7%

Bioassay records as filed in PubChem BioAssay.

These rows are one share of the data; rates above refer to the full screens.
